KB-3-1 cytotox = kills parental KB-3-1 adenocarcinoma cells; KB-3-1 viability, CellTiter-Glo ATP luminescence, 72 h; Potency, µM (titrated, usually from 46.1 µM), inactives show at the top dose activity change, negative = cytotoxic, most hits filed as cytotoxic; hit rate 1.4% among 400,000; further: on the % scale 0 is the no-effect control and ±100 the full control effect; nearly all actives have a fitted effect of over 60% in size
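Luminescent ATP read-out (CellTiter-Glo) measures survival of drug-naive KB-3-1 cells after 72 h compound exposure at 37 °C. Titration series was screened from lowest to highest concentration, with DMSO vehicle plates as background controls.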
HT1080 IDH1KD tx = HT-1080 IDH1 knockdown cell toxicity (counter line); hit rate 2% among 360,000; HT-1080 IDH1 knockdown viability, ATP luminescence, 48 h; Potency, µM (doses to about 46.1 µM), inactives show at the highest dose activity, negative = toxicity, usual class: cytotoxic;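 further: 0% = DMSO wells and -100% = cell-free medium wells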
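After a 2 h attachment period, IDH1KD HT-1080 cells took pin-transferred compound for 48 h at 37 °C; ATP-based luminescence after 10 min room-temperature reagent incubation reported viability.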
GLP1R inv ag = acts as inverse agonist at human GLP-1 receptor. HEK293 GLP-1R CRE-luciferase, luminescence, 24 h; GLP-1R form is constitutively active. AID 624417. P43220. hit rate 1.6% among 410,000. Potency, µM (titrated, usually from 38.3 µM), for inactives: at the highest dose activity change, negative = inhibition, actives largely listed as inhibitors; further: on the % scale 0 is the no-effect control and ±100 the full control effect; nearly all actives have a fitted effect of over 55% in size
Target sequence (P43220 whole entry, looked up): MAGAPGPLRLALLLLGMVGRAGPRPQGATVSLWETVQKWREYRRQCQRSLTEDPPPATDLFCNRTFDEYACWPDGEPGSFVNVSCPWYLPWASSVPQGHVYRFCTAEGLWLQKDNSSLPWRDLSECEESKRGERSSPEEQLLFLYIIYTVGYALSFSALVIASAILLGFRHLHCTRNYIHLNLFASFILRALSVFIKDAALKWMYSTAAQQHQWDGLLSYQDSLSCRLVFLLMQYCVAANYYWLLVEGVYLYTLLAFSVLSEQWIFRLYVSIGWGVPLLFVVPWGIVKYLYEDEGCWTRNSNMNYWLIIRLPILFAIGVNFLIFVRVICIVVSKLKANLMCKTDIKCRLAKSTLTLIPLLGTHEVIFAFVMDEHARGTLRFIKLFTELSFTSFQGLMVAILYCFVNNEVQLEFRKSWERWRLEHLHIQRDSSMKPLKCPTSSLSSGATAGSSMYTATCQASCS
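Constitutively active GLP-1R drives a cAMP-responsive luciferase in stably transfected HEK293 cells; test compounds are added after overnight (12 h) attachment and left 24 hr, and signal loss in luminescence marks inhibition.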
SW480 rereplic = DNA re-replication induction in SW480 cells. SW480 DNA re-replication, Hoechst DNA content imaging, 48 h. Potency, µM (titrated, usually from 46.1 µM), inactives show at the highest dose re-replication activation, actives largely listed as activators. hit rate 1.8% among 340,000. AID 624297; further: % of control where 0% means no effect; nearly all actives have a fitted effect of over 55% in size
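Cells (250 per well) received 23 nL compound or DMSO by pin tool and were kept 48 hr at 37 C, 5% CO2. Nuclei were then stained with Hoechst for 40 min and scanned for DNA content.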
KB-V1 cytotox = KB-V1 MDR subline cytotoxicity | KB-V1 MDR cells viability, CellTiter-Glo, 72 h | Potency, µM (titrated, usually from 46.1 µM), for the others: at the highest dose activity change, negative = cytotoxicity, actives largely listed as cytotoxic | hit rate 3.4% among 400,000; further: on the % scale 0 is the no-effect control and ±100 the full control effect; nearly all actives have a fitted effect of over 60% in size
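KB-V1 MDR subline cells in DMEM (phenol-red free, 10% FBS) exposed to compounds in qHTS concentration series for 72 h at 37 degrees C. Viability read by CellTiter-Glo luminescence; concentration-effect curves fitted after normalization and correction.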
GLP-1R agonist = activates the human GLP-1 receptor; P43220; HEK293 GLP-1R CRE-luciferase, luminescence, 4-6 h; cells express a hypersensitive GLP-1R form; Potency, µM (top dose mostly 45.6 µM), without a hit: at the highest dose activation, actives largely listed as activators; hit rate 0.007% among 380,000; further: % of control where 0% means no effect
HEK293 tox = cytotoxic in the GLP-1 receptor inverse agonist counter-screen. Potency, µM (series often up to 38.3 µM), for inactives: top-dose activity change, negative = inhibition, usual class: inhibitors. AID 624418. HEK293 cAMP-luciferase reporter cells, luminescence, 24 h. hit rate 0.13% among 410,000;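 further: loss of luciferase light is scored as toxicity; on the % scale 0 is the no-effect control and ±100 the full control effect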
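Seeding density was 200 cells/uL; after overnight-length (12 h) culture, 23 nL compounds went on for 24 h at 37 °C. Readout used a luciferase detection reagent, luminescence taken after 12 min at room temperature.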
TDP-43 yeast inh = rescues yeast growth from TDP-43 toxicity | Potency, µM (highest dose often 46.1 µM), for inactives: at the highest dose growth rescue (activation), actives largely listed as activators | hit rate 1.8% among 410,000 | TDP-43 expressing yeast growth rescue, BacTiter-Glo, 24 h | AID 652104; further: % of control where 0% means no effect; nearly all actives have a fitted effect of over 50% in size
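Readout is BacTiter-Glo luminescence of cell growth, so inhibitors register as activators. TDP-43-expressing yeast at OD600=0.02 in galactose medium, after raffinose pregrowth to mid-log, were incubated with compound for 24 hr at 30 deg C.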
HT1080-NT tox = kills 2HG-producing HT-1080-NT fibrosarcoma cells; HT-1080-NT fibrosarcoma viability, CellTiter-Glo ATP luminescence, 48 h; Potency, µM (doses to about 46.1 µM), for inactives: top-dose activity, negative = less viability, usual class: cytotoxic; hit rate 1.6% among 360,000;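 further: NT is the 2HG producing partner of a matched IDH1 knockdown line; 0% = DMSO-treated cells and -100% = media-only wells without cells; nearly all actives have a fitted effect of over 55% in size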
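Read-out is CellTiter-Glo luminescence after 10 minutes at room temperature, following 48 hours' compound treatment of HT-1080-NT cells (750 cells/well, RPMI, 5% FBS, 37 degrees C).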
An asterisk follows results filed as active; ? = inconclusive; / = not tested or not shown; [ ] = dose if it differs, or a comment. The call rests on the fitted dose curve; in most records, active means well fitted curve in the direction sought with a large enough effect; inconclusive means small, poorly fitted or top-dose-only effect, or another doubt; inactive means no such curve, though single readings can be large; an effect the other way counts as inactive or inconclusive. Potency means the concentration at half of the fitted maximal effect.

SMILES	KB-3-1 cytotox	HT1080 IDH1KD tx	GLP1R inv ag	SW480 rereplic	KB-V1 cytotox	GLP-1R agonist	HEK293 tox	TDP-43 yeast inh	HT1080-NT tox
Cc1ccc(-c2nc(S(=O)(=O)c3ccccc3)c(SCC(=O)NCC3CCCO3)o2)cc1 (configuration not stated)	-12%	-10%	-13%	9%	-22%	9%	-10%	2%	0%
O=C(CN1CCCCC1)NC(=O)Nc1ccccc1F	-1%	14%	14%	-726%[inhibitor]	22%	11%	0%	-3%	1%
CC(C)C[C@H](NC(=O)C1CCN(S(=O)(=O)c2ccccc2)CC1)C(=O)NCc1ccccn1	13%	-1%	14%	3%	11%	2%	2%	-10%	1%
Cc1ccc(S(=O)(=O)Nc2nc(-c3ccccc3)cs2)cc1	-2%	1%	-24%	-3%	-1%	-17%	13%	11%	0%
Cc1ccc(-n2c(=O)[nH]cc(C(=O)N3CCc4ccccc43)c2=O)cc1C	4%	8%	1%	-5%	6%	2%	0%	?	-3%
Cc1ccc(CN(Cc2ccco2)S(=O)(=O)c2ccc(S(=O)(=O)NCC3CCCO3)cc2)cc1 (configuration not stated)	7%	0%	-27%	-2%	-11%	-2%	7%	9%	-2%
Cc1c(NS(=O)(=O)c2cc(C(=O)Nc3ccc(F)cc3Cl)ccc2Cl)c(=O)n(-c2ccccc2)n1C	-4%	7%	0%	2%	?	1%	4%	14%	-1%
CN(CCC1CCOCC1)C(=O)CC1C(=O)NCCN1Cc1c(F)cccc1Cl (configuration not stated)	3%	0%	39%[activator]	-27%	-3%	5%	10%	-4%	-9%
Cc1ccc(CNC(=O)Cc2ccc(-c3ccccc3)cc2)cc1	14%	2.8µM*	0%	1.2µM*	12%	-6%	-10%	-8%	4µM*
CC1CCN(C(=O)CC2C(=O)Nc3c2c(=O)n(C)c(=O)n3Cc2ccccc2)CC1 (configuration not stated)	7%	-6%	0%	-1%	6%	8%	-11%	-7%	9%[9.24 µM]
Cc1ccc2nc(SCC(=O)Nc3cc(C)on3)nc(=O)n2c1	9%	15%	25%	-321%[inhibitor]	18%	8%	-10%	-10%	15%
COc1ccccc1Oc1nc2c(C)cccn2c(=O)c1/C=C(\C#N)c1nc2ccccc2[nH]1	13%	/	5%	/	5%	/	6%	6%	/
Cc1ccc(NC(=O)NC(=O)CSc2nnc(-c3ccc(Cl)cc3Cl)n2N)c(C)c1	-7%	8%	11%	-12%	0%	-20%	-5%	-23%	10%
O=C(Nc1ccn(Cc2ccccc2)n1)c1ccc(F)cc1	-5%	-1%	-8%	2%	?	2%	2%	22%	-5%
Cc1ccccc1N(C(=O)CNC(=O)c1ccco1)C(C(=O)NC1CCCCC1)c1ccncc1 (configuration not stated)	0%	5%	-20%	-13%	-1%	8%	-11%	4%	6%
CC(=O)Nc1ccc(NC(=O)c2c(-c3ccccc3Cl)noc2C)c(C)c1	/	3%	9%	-6%	/	-7%	6%	10%	0%
CCCC(=O)Nc1nnc(S(=O)(=O)N(C)Cc2ccco2)s1	12%	14%	6%	1%	6%	7%	1%	-3%	24%
O=C(Nc1cc(Cl)ccc1Cl)N1CCN(C(=O)Nc2cc(Cl)ccc2Cl)CC1	2%	2%	24%	9%	15µM*	9%	-1%	-24%	1%
COC(=O)c1sc(S(=O)(=O)Nc2ccc3cn[nH]c3c2)c(C(=O)OC)c1C	4%	0%	2%	-6%	13%	1%	-20%	2%	-2%
CC(=O)OCc1cnc(C)c2oc(=O)c(C(=O)Nc3cc(F)ccc3C)cc12	-12%	/	0%	/	18%	1%	-13%	18%	/
CCc1cc2c(SCC(=O)Nc3cc(C)on3)ncnc2s1	7%	14%	13%	3%	-10%	7%	14%	-9%	8%
CCCCn1nc(C(=O)N2CCN(S(=O)(=O)c3ccccc3)CC2)c2ccccc2c1=O	-1%	1%	-2%	-8%	-28%	-4%	-6%	3%	-3%
Nc1ncnc2c1ncn2CCc1ccccc1	-1%	0%	35%[activator]	-1%	?	7%	-6%	-9%	-3%
Cc1ccc(C)c(N(CC(=O)NC(C)C)C(=O)CCC(=O)Nc2ccccn2)c1	-2%	1%	4%	?	1%	-4%	13%	6%	3%
OC[C@H]1O[C@@H](c2nc(-c3cccc4ccccc34)no2)[C@H](O)[C@@H]1O	0%	-16%	9%	/	-1%	3%	-17%	3%	?

The last 5 entries of the section before come first, to join the parts:
SMILES	KB-3-1 cytotox	HT1080 IDH1KD tx	GLP1R inv ag	SW480 rereplic	KB-V1 cytotox	GLP-1R agonist	HEK293 tox	TDP-43 yeast inh	HT1080-NT tox
CCc1cc2c(SCC(=O)Nc3cc(C)on3)ncnc2s1	7%	14%	13%	3%	-10%	7%	14%	-9%	8%
CCCCn1nc(C(=O)N2CCN(S(=O)(=O)c3ccccc3)CC2)c2ccccc2c1=O	-1%	1%	-2%	-8%	-28%	-4%	-6%	3%	-3%
Nc1ncnc2c1ncn2CCc1ccccc1	-1%	0%	35%[activator]	-1%	?	7%	-6%	-9%	-3%
Cc1ccc(C)c(N(CC(=O)NC(C)C)C(=O)CCC(=O)Nc2ccccn2)c1	-2%	1%	4%	?	1%	-4%	13%	6%	3%
OC[C@H]1O[C@@H](c2nc(-c3cccc4ccccc34)no2)[C@H](O)[C@@H]1O	0%	-16%	9%	/	-1%	3%	-17%	3%	?
CCCCN(CC)S(=O)(=O)N1CCC(C(=O)NCc2ccc(F)cc2)CC1	-2%	6%	?	8%	16µM*	3%	-31%	3%	-1%
CN1CCN(C2CN(C3CCCCC3)S(=O)(=O)C2)CC1 (configuration not stated)	0%	22%	6%	/	28%	-3%	17%	25%	20%
Nc1cnc(-c2ccccc2)nc1Cl	18%	2%	30%	-2%	16%	4%	8%	?	13%
O=C(c1ccccc1)N1CCN(C(=O)c2ccccc2)C1c1ccccc1	-4%	0%	2%	-5%	?	-14%	-7%	7%	-2%
Cc1ccc(OCCN2CCCC2)cc1	16%	-3%	8%	15µM*	0%	-5%	28%	-8%	-2%
O=C(N/N=C/c1cccc(OC2CSC2)c1)c1ccccc1O	-9%	-6%	-17%	2%	?	-18%	28%	-1%	-14%
Cc1cc2cc(C(c3nnnn3Cc3ccco3)N3CCc4ccccc43)c(=O)[nH]c2cc1C (configuration not stated)	-7%	-25%	?	?	-24%	2%	-8%	0%	-16%
CC(CNC(=O)c1cnn(-c2ccc(F)cc2)c1-n1cccc1)c1ccccc1 (configuration not stated)	?	/	10µM*	/	21µM*	11%	2%	-14%	/
COc1cc(/C=C/CN2CCC(C(=O)NC(c3ccc(F)cc3)c3ccc4ccccc4n3)CC2)ccc1OC(C)=O (configuration not stated)	?	?	10µM*	/	-3%	-5%	?	10%	16µM*
COc1cc(C(=O)NC(=S)Nc2ccc3c(c2)OCO3)cc(OC)c1OC	11%	-12%	16%	-4%	8%	0%	17%	-12%	-3%
O=C(OCCCOC(=O)c1ccc([N+](=O)[O-])o1)c1ccc([N+](=O)[O-])o1	0%	-1%	6%	-2%	6%	-17%	6%	-14%	2%
CC1=CN2C(c3cccc([N+](=O)[O-])c3)=NON(c3ccc(C)cn3)C2C=C1 (configuration not stated)	0%	10%	7%	/	3%	0%	0%	3%	?
Cc1ccc(/C=N/NC(=O)Cn2nc(C)c([N+](=O)[O-])c2C)o1	-7%	-1%	7%	7%	-11%	-3%	-5%	-19%	-6%
CC(=O)Nc1ccc(/C=N/NC(=O)c2cccs2)cc1	2%	-13%	4%[7.66 µM]	-3%	5%	4%	18%[7.66 µM]	16%[9.22 µM]	-2%
COc1ccc(CCn2c(C)cc(C(=O)CCl)c2C)cc1OC	?	?	-15%	5.8µM*	?	-7%	13%	16µM*	?
CC(=O)c1sc2c(c1OC(=O)c1ccccc1)c(=O)n(-c1ccccc1)c(=S)n2-c1ccccc1	8.2µM*	?	?	-4%	9.2µM*	-32%	-10%	23%	?
COc1ccc(-n2nc(C(=O)NCC(=O)NCCCN3CC(C)CC(C)C3)c3ccccc3c2=O)cc1 (configuration not stated)	7%	-2%	-7%	-21%	2%	9%	-2%	18%	-2%
O=C(Nc1ncccc1Cl)c1cccc(F)c1	4%	12%	64%[activator]	-7%	-5%	-8%	-6%	-11%	-1%
O=C1C2=C(SCCS2)C(=O)N1c1ccccc1	-5%	-10%	0%	-2%	2%	1%	0%	-25%	-1%
CCCN(CCc1ccccc1)C1CCc2c(O)cccc2C1 (configuration not stated)	0%	-26%	-8%	-90%[inhibitor]	?	-1%	-4%	16%	-13%
CC(C)c1nc(-c2c(N)n(C)c(=O)n(C)c2=O)sc1C(=O)C(C)(C)C	0%	12%	0%	-6%	7%	-1%	5%	2%	20%
CCCc1c(C)nc(N2CCN(c3ccccc3OC)CC2)[nH]c1=O	?	18%	-4%	-11%	?	-13%	8%	-20%	12%

Single records, from the list above. Screens in order: KB-3-1 cytotox, HT1080 IDH1KD tx, GLP1R inv ag, SW480 rereplic, KB-V1 cytotox, GLP-1R agonist, HEK293 tox, TDP-43 yeast inh, HT1080-NT tox
Record of CC(=O)Nc1ccc(/C=N/NC(=O)c2cccs2)cc1 : 2%, -13%, 4%[7.66 µM], -3%, 5%, 4%, 18%[7.66 µM], 16%[9.22 µM], -2%
Record of Cc1ccc(/C=N/NC(=O)Cn2nc(C)c([N+](=O)[O-])c2C)o1 : -7%, -1%, 7%, 7%, -11%, -3%, -5%, -19%, -6%
Record of O=C(Nc1ncccc1Cl)c1cccc(F)c1 : 4%, 12%, 64%[activator], -7%, -5%, -8%, -6%, -11%, -1%
